From PubChem
NRP1-CendR mod: modulators of CendR peptide binding to human neuropilin-1. inhibition, % at 25 µM. O14786. FAM-RPARPAR peptide binding to NRP-1, fluorescence polarization. 0.85% of 360,000 active;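 active means inhibition or corrected inhibition above about 18%, plus a signal ratio from 0.5 to 1.5, limit read from the data, passing the limit was not always enough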; further: strong numbers were not always called active
Rin1 Abl inh: inhibitors of human Rin1-Abl protein interaction; P00519+Q13671; TR-FRET Rin1/Abl binding, biochemical; inhibition, % at 7.35 µM; 0.4% of 360,000 active; in the data active means inhibition above about 5%, passing the limit was not always enough
MT1-MMP act inh: inhibitors of human MT1-MMP activation. AID 651647. HT1080 RFP-PRO-GFP cells, GFP/RFP ratio fluorescence, overnight; percent of plate control window, DMSO zero. GFP/RFP ratio change, % at 20 µM. 0.061% of 360,000 active. P50281;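 active means GFP/RFP ratio change of at least 30% with cell ATP level not reduced by more than half and red fluorescence within 50% of control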; further: strong numbers were not always called active
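Test system: HT1080 cells expressing an RFP-PRO-GFP fluorescent reporter construct / Compound dosing: single-point 20 µM compound, 1% DMSO / Schedule: cells overnight before dosing, compound overnight, 37 °C, 5% CO2 / Evaluation: GFP/RFP fluorescence ratio / Control set: DMSO and RFP-L50D-GFP cell wells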
PABP1 MLLE inh: blocks PAM2 peptide binding to the PABP1 MLLE domain. P11940. GST-MLLE / FITC-PAM2 fluorescence polarization. inhibition, % at 20 µM. 0.36% of 360,000 active; in the data active means inhibition above about 35%, passing the limit was not always enough;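 further: plate controls were DMSO wells with GST-MLLE for no effect and wells lacking GST-MLLE protein for full effect; some results filed as inactive read as strong as hits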
SKN-1 inh: blocks SKN-1 activity in C. elegans; AID 624304; C. elegans VP596 Pgst-4::GFP/RFP ratio, acrylamide-induced, 24 h; 0.49% of 360,000 active; inhibition, % at 21.8 µM;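 active means interference check ratio from 0.5 to 1.5 plus GFP to RFP signal ratio inhibition reaching or exceeding a fixed threshold, cut at about 30% in these data, passing the limit was not always enough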; further: some compounds called inactive have numbers as strong as hits
FAS-TE inh: inhibitors of human fatty acid synthase thioesterase domain. P49327. recombinant FAS-TE, OMFH fluorogenic substrate, fluorescence endpoint. inhibition, % at 15 µM. 0.67% of 360,000 active. AID 602261;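 active means compounds whose normalised, plate-corrected inhibition of enzyme fluorescence in the single-dose primary screen is 50% or more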;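 further: 0% = DMSO with enzyme and 100% = substrate without enzyme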
Neddylation inh: inhibitors of human cullin neddylation. P61081+Q13564. TR-FRET cullin neddylation, biochemical. calls only at 25 µM. 0.58% of 360,000 active; in the data active means inhibition above about 36%
bovine MsrA act: activators of bovine methionine sulfoxide reductase A; activation, % at 10.6 µM; purified bovine MsrA, absorbance read-out; 0.3% of 360,000 active; AID 602163; in the data active means activation above about 7.5%;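 further: 0% = vehicle and 100% = reference activator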
E coli Lon inh: E. coli protease La inhibition | inhibition, % at 7.94 µM | purified E. coli Lon protease, fluorescence polarization | P0A9M0 | 0.42% of 360,000 active; in the data active means inhibition above about 13%, passing the limit was not always enough;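 further: 0% = enzyme with probe and DMSO and 100% = no enzyme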
Active calls of the source: *; i = inactive; . = no result given.

[1] CN(Cc1ccco1)C(=O)[C@H](Cc1ccccc1)NC(=O)CC[C@H]1O[C@@H](n2ccc(=O)[nH]c2=O)[C@H](O)[C@@H]1O
[2] COC(=O)CCN(C(=O)c1ccc([N+](=O)[O-])cc1)c1ccccn1
[3] CCc1ccc(CC)c(S(=O)(=O)Nc2ccc(C(=O)O)c(O)c2)c1
[4] COc1cc(C(=O)N2CCc3ccccc32)ccc1OCc1c(C)noc1C
[5] CCc1nc2ccc(C(=O)Nc3cc(-c4ccccc4)ccc3OC)cn2c1N(CC)CC(=O)N(C)C
[6] COc1cc(/C=N/n2c(-c3ccccc3)n[nH]c2=S)cc(OC)c1O
[7] CCCNC(=O)C1(C)CCCN(Cc2cccc(C(F)(F)F)c2)C1 (stereo not drawn)
[8] COc1ccc(OC)c(NC(=O)C(CC(=O)O)Cc2ccc(Cl)cc2)c1 (stereo not drawn)
[9] Cc1c(Cc2ccccc2)c(=O)oc2cc(OCC(=O)NCC3CCC(C(=O)O)CC3)ccc12 (stereo not drawn)
[10] O=C(NNC(=O)c1ccc2ccccc2c1O)Nc1ccc(F)cc1
assay / compound	1	2	3	4	5	6	7	8	9	10
NRP1-CendR mod	-1	12	-8	-5	6	1	15	10	-8	12
Rin1 Abl inh	1	-2	1	0	2	-3	5	2	3	-1
MT1-MMP act inh	0	1	7	0	0	1	-5	-1	-3	0
PABP1 MLLE inh	0	-5	1	-7	11	2	5	6	-13	7
SKN-1 inh	-6	0	10	2	15	2	-2	15	-8	-5
FAS-TE inh	-3	-3	-4	1	11	-3	-6	-6	-13	-9
Neddylation inh	i	i	i	i	i	i	i	i	.	.
bovine MsrA act	-6	-1	-3	-1	0	0	-2	-1	-12	-5
E coli Lon inh	-2	-3	-13	-4	9	-3	-12	-2	5	-13

[11] C/C(=N\NC(=O)c1ccc(N2CCCC2=O)cc1)c1ccccc1
[12] CC(C)N(Cc1ccccc1)C(=O)COC(=O)c1cc[n+]([O-])cc1
[13] CC(OC(=O)c1cnc2ccccc2n1)c1ccccc1Cl (stereo not drawn)
[14] Cc1ccc2c(CN(C)Cc3ccc(OC(F)F)cc3)cc(=O)oc2c1C
[15] CCOc1ccc2nc(Cl)c(CN(C(=O)c3cnccn3)C3CCCC3)cc2c1
[16] CC(C)(C)n1nnnc1C(c1cccs1)N(Cc1cccnc1)Cc1ccco1 (stereo not drawn)
[17] CCC(C)c1ccc(NC(=S)N2CCN(C(=O)C3CCCO3)CC2)cc1 (stereo not drawn)
[18] Cn1c(=O)c2c(nc(N/N=C/c3cccs3)n2Cc2ccc(Br)cc2)n(C)c1=O
[19] COc1cc(/C=N/Nc2nc(C)cc(C)n2)ccc1OC(=O)c1ccco1
[20] O=C(O)c1cnn2c(C(F)(F)F)cc(-c3ccccc3)nc12
assay / compound	11	12	13	14	15	16	17	18	19	20
NRP1-CendR mod	-7	-7	0	16	3	-10	10	-14	-1	-4
Rin1 Abl inh	4	1	4	4	-4	4	3	-2	-2	2
MT1-MMP act inh	1	3	-1	3	0	-10	4	-12	0	2
PABP1 MLLE inh	3	5	5	10	-4	6	-79	-18	-2	1
SKN-1 inh	1	-9	7	10	-5	6	4	6	1	-6
FAS-TE inh	-7	-6	10	23	3	12	-3	3	-2	-5
Neddylation inh	i	i	i	i	i	i	i	.	i	i
bovine MsrA act	-2	-3	-6	1	-4	2	-4	-2	-4	-3
E coli Lon inh	-1	-4	-5	-6	-6	-6	-11	-6	-4	-3

[21] Cc1cc(C)n2c(SCC(=O)Nc3ccc(F)cc3)nnc2n1
[22] COC(=O)Cc1[nH]nc2c1C1(C(=O)N(Cc3ccc(Cl)cc3)c3ccccc31)C(C#N)=C(N)O2 (stereo not drawn)
[23] Cc1ccc(/C(O)=C2\C(=O)C(=O)N(CCCN3CCOCC3)C2c2ccccc2F)cc1 (stereo not drawn)
[24] Cc1ccsc1C1CC(=O)NC2=C1C(=O)CC(C)(C)C2 (stereo not drawn)
[25] O=C(Nc1cccc([N+](=O)[O-])c1)c1ccc2ccccc2c1O
[26] Cc1ccc(NS(=O)(=O)c2cn(C)cn2)cc1
[27] c1ccc2c(c1)[nH]c1c(N3CCSCC3)ncnc12
[28] OC(CN1CCOCC1)Cn1c2c(c3ccccc31)CCCC2 (stereo not drawn)
[29] COC(=O)C1(C)NC(c2ccc(F)cc2)C2C(=O)N(c3ccccc3)C(=O)C21 (stereo not drawn)
[30] COc1ccc(-c2cc3nc4c(c(N5CCC6(CC5)OCCO6)n3n2)CCC4)cc1
assay / compound	21	22	23	24	25	26	27	28	29	30
NRP1-CendR mod	5	7	4	-9	-5	0	6	-7	1	-1
Rin1 Abl inh	-1	-1	-3	-3	6	-3	1	3	2	0
MT1-MMP act inh	3	-11	0	3	-22	1	-3	-2	2	-1
PABP1 MLLE inh	-12	-2	3	0	6	9	-5	7	8	-2
SKN-1 inh	-9	12	13	2	2	-12	12	7	-10	17
FAS-TE inh	-4	5	-10	-3	28	-7	-6	-3	-4	51*
Neddylation inh	i	i	i	i	i	i	i	i	i	.
bovine MsrA act	-4	2	-6	-2	0	-4	-5	-1	-7	3
E coli Lon inh	-7	-2	-6	-1	1	3	-12	0	6	-10

[31] Cn1c(Cn2c(=O)sc3ccccc32)nnc1SCC(=O)Nc1cccc(Cl)c1
[32] CCc1noc(C)c1C(=O)Nc1nc2ccc(S(C)(=O)=O)cc2s1
[33] CSc1ncnc2c1ncn2CCCNCc1ccc(C)o1
[34] COc1ccc(Br)cc1C(=O)Nc1ccc(Cc2ccncc2)cc1
[35] COc1ccc(S(=O)(=O)N/N=C\c2ccc3c(c2)OCO3)c(OC)c1
[36] O=S1(=O)[C@H]2C[C@@H]3C=C[C@@]2(CN1Cc1ccccc1F)O3
[37] Cc1nc2ccccc2nc1OCC(=O)N1CCN(c2ccccc2)CC1
[38] CC(C)NC(=O)NC(=O)COC(=O)c1ccccc1O
[39] N#Cc1cccc(NC(=O)CC2CCCCC2)c1
[40] CSc1ccc(CNc2nnnn2C)cc1
assay / compound	31	32	33	34	35	36	37	38	39	40
NRP1-CendR mod	4	-12	-4	-7	30*	4	-44	-11	8	-4
Rin1 Abl inh	-3	1	-1	-3	0	-1	2	3	-3	1
MT1-MMP act inh	3	-2	3	-3	-5	3	-8	-2	3	-3
PABP1 MLLE inh	-6	-6	3	-1	-5	3	-31	5	1	-3
SKN-1 inh	12	10	12	13	0	4	-20	-5	13	3
FAS-TE inh	0	-3	-6	28	0	-9	-16	-3	10	-4
Neddylation inh	i	i	i	i	i	i	i	i	i	i
bovine MsrA act	-1	-1	0	3	-3	0	-10	-3	2	-1
E coli Lon inh	2	-2	4	6	-8	3	-12	-9	6	-9

[41] CCn1ncc([N+](=O)[O-])c1C(=O)N1CCc2ccccc2C1
[42] Cc1cccc(Oc2ccc(NC(=O)c3ccccc3C(=O)O)cc2)c1C
[43] Cc1ccc(NC(=O)c2ncn(CCCN(CCCn3cnc(C(=O)Nc4ccc(C)c(C)c4)n3)Cc3ccc4[nH]ccc4c3)n2)cc1C
[44] CCN1CCN(C(=O)CN(CC)S(=O)(=O)c2ccc3ccccc3c2)CC1
[45] C#CC(CC)(CC)NC(=S)Nc1cccc(C(C)=O)c1
[46] COc1ccc(NC(=O)CN(C)C(=O)/C=C/c2cn(-c3ccccc3)nc2-c2ccc(C)cc2)cc1
[47] COc1ccc(C(=O)COc2ncnc3cc(Cl)ccc23)cc1
[48] O=C(NCc1ccco1)c1ccc2c(c1)N(Cc1ccccc1)CCS2
[49] COc1ccccc1N(C)S(=O)(=O)c1ccc(C(=O)OCC(=O)N(C)c2ccccc2)cc1
[50] O=C(CSc1ccc(-c2ccccn2)nn1)NCc1ccc(F)cc1
assay / compound	41	42	43	44	45	46	47	48	49	50
NRP1-CendR mod	15	5	-9	5	6	-5	1	1	5	-1
Rin1 Abl inh	-5	4	4	1	3	2	-2	-3	5	-1
MT1-MMP act inh	-2	-3	5	0	1	-5	4	-4	-2	-1
PABP1 MLLE inh	1	-2	-6	7	-6	-25	7	25	-20	11
SKN-1 inh	-12	-1	10	-14	4	-11	3	-7	2	16
FAS-TE inh	-1	3	19	-7	2	24	0	12	17	-1
Neddylation inh	i	i	i	i	i	i	i	.	i	i
bovine MsrA act	-3	-6	1	-4	-5	-4	0	-7	2	-3
E coli Lon inh	5	-6	2	16	9	3	5	5	-10	-3

Along the list, as entered above.
Entries 13–16 in SKN-1 inh, in turn: 7, 10, -5, 6
Entries 13–16 in FAS-TE inh, in turn: 10, 23, 3, 12
Entries 13–16 in bovine MsrA act, in turn: -6, 1, -4, 2

The list goes on.
[51] O=C1CCC(C(=O)N(CCO)Cc2ccccc2)CN1CCCN1CCOCC1 (stereo not drawn)
[52] CCn1cc(C(=O)OCC(=O)Nc2c(C)cccc2C)c(=O)c2ccc(C)nc21
[53] COc1cc(OC)nc(NC(=O)CN2CCN(c3ccc(F)cc3)CC2)n1
[54] COC(=O)c1ccc(CSc2ncnc3c2oc2ccccc23)o1
assay / compound	51	52	53	54
NRP1-CendR mod	18	12	0	-3
Rin1 Abl inh	1	0	-1	-363
MT1-MMP act inh	-1	3	8	0
PABP1 MLLE inh	-4	-43	7	-1
SKN-1 inh	-11	12	-6	6
FAS-TE inh	-4	0	-6	-3
Neddylation inh	i	i	i	i
bovine MsrA act	-5	-4	-1	-1
E coli Lon inh	-11	-2	-1	0

Another view of four compounds above:
38	CC(C)NC(=O)NC(=O)COC(=O)c1ccccc1O
  NRP1-CendR mod = -11 | Rin1 Abl inh = 3 | MT1-MMP act inh = -2 | PABP1 MLLE inh = 5 | SKN-1 inh = -5 | FAS-TE inh = -3 | Neddylation inh = i | bovine MsrA act = -3 | E coli Lon inh = -9
39	N#Cc1cccc(NC(=O)CC2CCCCC2)c1
  NRP1-CendR mod = 8 | Rin1 Abl inh = -3 | MT1-MMP act inh = 3 | PABP1 MLLE inh = 1 | SKN-1 inh = 13 | FAS-TE inh = 10 | Neddylation inh = i | bovine MsrA act = 2 | E coli Lon inh = 6
40	CSc1ccc(CNc2nnnn2C)cc1
  NRP1-CendR mod = -4 | Rin1 Abl inh = 1 | MT1-MMP act inh = -3 | PABP1 MLLE inh = -3 | SKN-1 inh = 3 | FAS-TE inh = -4 | Neddylation inh = i | bovine MsrA act = -1 | E coli Lon inh = -9
41	CCn1ncc([N+](=O)[O-])c1C(=O)N1CCc2ccccc2C1
  NRP1-CendR mod = 15 | Rin1 Abl inh = -5 | MT1-MMP act inh = -2 | PABP1 MLLE inh = 1 | SKN-1 inh = -12 | FAS-TE inh = -1 | Neddylation inh = i | bovine MsrA act = -3 | E coli Lon inh = 5
